# GoLoco inh red: RGS12 GoLoco-Gai1 interaction inhibition; P63096; Gai1:RGS12 GoLoco peptide FP, rhodamine, 10 min; Potency, µM (doses to about 61.6 µM), for inactives: at the top dose activity, negative = inhibition, hits mostly inhibitors; 230,000 tested, 0.44% active; active = well fitted inhibition curve with a large enough effect, not every such curve was filed as active; inactive = no such curve, though single readings can be large or run the other way; note: % is set by controls: 0 for no effect and ±100 for the full control effect; nearly all actives have a fitted effect of over 30% in size; many of its hits are not listed in these tables
# Target sequence (P63096 whole entry, looked up): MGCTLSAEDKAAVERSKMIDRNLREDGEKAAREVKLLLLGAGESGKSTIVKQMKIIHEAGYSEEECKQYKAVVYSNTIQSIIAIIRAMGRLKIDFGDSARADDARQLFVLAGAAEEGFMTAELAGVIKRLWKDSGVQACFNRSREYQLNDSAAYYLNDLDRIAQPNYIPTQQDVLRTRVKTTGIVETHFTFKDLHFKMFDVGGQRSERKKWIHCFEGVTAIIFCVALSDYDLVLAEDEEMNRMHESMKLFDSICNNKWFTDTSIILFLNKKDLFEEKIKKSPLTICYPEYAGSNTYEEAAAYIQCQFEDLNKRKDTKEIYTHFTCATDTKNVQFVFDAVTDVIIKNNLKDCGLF
# IMPase Li inh: cell-permeable IMPase inhibitors with lithium potentiation | CHO-M1 cells, IP1 TR-FRET (IP-One), carbachol + lithium | 210,000 tested, 0.35% active | Potency, µM (series often up to 59.4 µM), inactives show at the top dose activity, negative = IMPase inhibition, actives largely listed as inhibitors;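 note: IP1 builds up when IMPase is blocked and the TR-FRET signal falls; plate controls were basal vehicle for no effect and high inhibitor control for full effect; nearly all actives have a fitted effect of over 50% in size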
#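 Concentration–response in CHO-M1 cells, lithium-potentiated; 30 min at 37C. IP1 detected by competitive TR-FRET after 10 min lysis at RT. Hill-fitted AC50.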
# aGlu spleen mod: inhibits or activates alpha-glucosidase in human spleen homogenate | P10253 | human spleen homogenate, 4-MU-alpha-glucoside fluorescence | Potency, µM (highest dose often 79.9 µM), inactives show at the highest dose activity change, negative = inhibition, usual class: inhibitors | 240,000 tested, 0.006% active | AID 2112;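 note: 0% = enzyme with vehicle and -100% = no enzyme basal signal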
#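 Compounds were titrated against alpha-glucosidase in spleen homogenate at pH 5.0, with 1 mM 4-methylumbelliferyl substrate for 40 min at 37 C. Reactions were quenched with pH 10 NaOH/glycine and fluorescence measured.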
# HttQ103 aggreg: mutant huntingtin aggregation inhibition; PC12 HttQ103-GFP aggregates, Acumen cytometry, 40 h; Potency, µM (highest dose often 46.1 µM), inactives show at the highest dose activity change, negative = inhibition, usual class: inhibitors; 220,000 tested, 1.1% active; AID 1688; note: % is set by controls: 0 for no effect and ±100 for the full control effect; nearly all actives have a fitted effect of over 60% in size
#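 Read-out: GFP aggregate count by laser scanning cytometer (488 nm excitation, 500-530 nm emission, 1–25 µm objects >6 SD above background). Cells: PC12, inducible HTTex1-Q103-GFP, 100 nM tebufenozide; compounds titrated.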
# HTT ATP protect: protects HTT-Q103 PC12 cells, measured by ATP; PC12 HTT-Q103 induced, cytoprotection, ATP luminescence, 40 h; Potency, µM (titrated, usually from 56.4 µM), for inactives: cytoprotection (ATP increase), usual class: activators; AID 1471; 230,000 tested, 0.14% active;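 note: % of control where 0% means no effect; nearly all actives have a fitted effect of over 45% in size; toxic huntingtin expression switched on by the ecdysone agonist tebufenozide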
#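 ATP quantification (ATPlite) reports survival of PC12 cells in which tebufenozide, 100 nM final, switches on Htt exon 1 with 103 glutamines linked to GFP; compounds are titrated.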
# GAA glycogen: alters human alpha-glucosidase cleavage of glycogen. AID 2100. recombinant GAA, glycogen substrate, Amplex Red glucose oxidase fluorescence. P10253. 300,000 tested, 0.38% active. Potency, µM (highest dose often 76.4 µM), inactives show at the highest dose activity change, negative = inhibition, usual class: inhibitors;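 note: 0% = full enzyme reaction and -100% = no-enzyme basal signal; the screen sought inhibitors and activators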
#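 Recombinant enzyme (4 nM final) with compounds titrated up to 77 uM and bovine liver glycogen (30 ug) in citrate pH 5.0, 0.01% Tween-20, 37 C 40 min. Released glucose detected by Amplex Red/glucose oxidase (Ex 573/Em 610); AC50 from Hill fits.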
# GAA inhib: blocks human lysosomal alpha-glucosidase. Potency, µM (highest dose often 76.9 µM), for the others: top-dose activity change, negative = inhibition, actives largely listed as inhibitors. purified human GAA, 4-MU-alpha-glucoside fluorescence. 200,000 tested, 0.005% active. P10253. AID 1466;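 note: plate controls were uninhibited enzyme wells for no effect and no-enzyme background for full effect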
#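 Endpoint fluorogenic read: 20 min room-temperature reaction of 4 nM human alpha-glucosidase with 400 uM 4-methylumbelliferyl-alpha-D-pyranoside, pH 5.0, quenched with 1M NaOH/1M glycine pH 10. AC50 from Hill modeling.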
# Active calls of the source: *; ? = inconclusive; . = no result given; [ ] = remark or other dose. Unless noted, calls come from the whole dose curve; as a rule, active = well fitted curve in the direction sought with a large enough effect; inconclusive = small, poorly fitted or top-dose-only effect, or another doubt; inactive = no such curve, though single readings can be large; an effect the other way counts as inactive or inconclusive. Potency is the fitted concentration of half-maximal effect. This is a subset; count on the stated rates, not on these rows.
# Below each compound: GoLoco inh red, IMPase Li inh, aGlu spleen mod, HttQ103 aggreg, HTT ATP protect, GAA glycogen, GAA inhib
- Cc1nn(CC(=O)Nc2cc(S(=O)(=O)N(C)C)ccc2Cl)c(C)c1[N+](=O)[O-]
→ 9%, -3%, -10%, -4%, 24%[10 µM], -1%, 6%
- O=C(O)CCSCc1ccccc1
→ 5%[14.2 µM], -10%, ., ., 6%[10 µM], ., .
- O=C(CN1CCCCCC1=O)N1CCN(S(=O)(=O)c2cccs2)CC1
→ 9%, 1%, 4%, -8%, 1%, -5%, 2%
- O=C1CC(c2ccccc2)CC(O)=C1C=Nc1ccc(Cl)cc1 (stereo not drawn)
→ -8%, 1%, -2%, ?, -7%[10 µM], -1%, 6%
- O=[N+]([O-])c1ccc(Sc2cccc3cccnc23)cc1
→ 10%, 28%[38.3 µM], -10%, -34%, -31%, -12%, -10%
- CC(C)(C)NC(=O)C(c1ccc(F)cc1)N(Cc1ccco1)C(=O)Cn1nnc(-c2cccs2)n1 (stereo not drawn)
→ 4%, 19%, 4%, 1%, 0%[1.9 µM], -13%, -1%
- CC(c1ccccc1)n1c(NCCCn2ccnc2)nc2c1c(=O)[nH]c(=O)n2C (stereo not drawn)
→ 5%, 0%[38.3 µM], -7%, 13%, -16%, -7%, -4%
- C=CCNC(=S)N/N=C/c1ccc(-c2ccc(OC)cc2)o1
→ 3%, 0%, 3%, 19%[9.22 µM], -32%[inhibitor], -13%, 7%
- Cc1cc(C)n(Cc2ccc(C(=O)NN)o2)n1
→ 0%, ., -10%, 8%[9.22 µM], 14%[10 µM], -18%, -3%
- CSc1ccc(/C=N/Nc2cccc(C(=O)O)c2)cc1
→ -5%, 12%, -5%, -2%, -52%[inhibitor], ?, -3%
- CCC(C)(C)n1nnnc1C(C(C)C)N(CCCO)Cc1cc2cc(C)ccc2[nH]c1=O (stereo not drawn)
→ 9%, -7%[38.3 µM], -5%, 1%, -14%[10 µM], -5%, -4%
- O=[N+]([O-])c1ccc(Sc2nccn2Cc2ccccc2)c([N+](=O)[O-])c1
→ 2%, 7%, 3%, ?, 17%[10 µM], -3%, 2%
- Cc1cc(C(=O)COC(=O)CNS(=O)(=O)c2ccc3ccccc3c2)c(C)n1-c1ccccc1
→ 16%, 0%, -14%, 2%, 9%[10 µM], -3%, -4%
- Cc1ccc(S(=O)(=O)NNC(=O)Nc2cccc3ccccc23)cc1
→ 3%, -1%, 1%, 20%, 19%[10 µM], -1%, -2%
- CCOC(=O)C1CCN(S(=O)(=O)c2cc(F)ccc2OC)CC1
→ 9%, -1%, 0%, 11%, -2%[10 µM], 5%, 1%
- COc1ccc(CC(=O)NNC(=O)c2ccncc2)cc1
→ 12%, -5%, -3%, -11%, -15%, -21%, -6%
- CCOc1ccc(NC(=O)CSc2nc3ccccc3c(=O)n2CCCC(=O)N2CCCC2)cc1
→ ., ., -14%, 5%, -16%, 5%, 9%
- Cc1cccc(S(=O)(=O)NCCc2ccccc2)c1
→ 10%, -5%, 0%, 9%, ., 14%, 3%
- COc1ccc(-c2c(NC(=O)c3ccco3)n(C)c3ccccc3c2=O)cc1
→ -6%, 17%[38.3 µM], -3%, 5%, -12%, 5%, -2%
- O=C(O)CCCCCNc1nc2ncn(Cc3ccccc3)c2c(=O)[nH]1
→ -6%, 12%[38.3 µM], -6%, -9%, 8%, -2%, 2%
- Cc1ccc(CCN2CC(C(=O)NCCCOC(C)C)CC2=O)cc1 (stereo not drawn)
→ -1%, 15%[38.3 µM], -3%, -9%, 17%[10 µM], 4%, -12%
- N#Cc1cnc(Nc2ccc(F)cc2)nc1N
→ 0%, ., 2%, -10%[9.22 µM], 24%[10 µM], -1%, .
- Cc1ccc(NC(=O)CSCC#N)cc1
→ -1%, 20%[38.3 µM], -8%, 11%, 5%, -4%, -2%
- COc1ccc(NCC(=O)N/N=C/c2ccc3c(c2)OCCO3)cc1
→ -5%, 10%, -16%, -7%, -12%[10 µM], 25%, 2%
- Cn1cccc1C(=O)Nc1nccs1
→ 5%, -41%[38.3 µM], 2%, 12%, 13%, 5%, 4%
- CCOc1ccccc1C(=O)NCc1ccc2c(c1)OCO2
→ 11%, 17%[38.3 µM], -10%, -24%, 24%, 3%, 2%
- COc1ccc(-c2nnc(NC(=O)c3ccc(S(=O)(=O)N4CCc5ccccc5C4)cc3)o2)cc1
→ 13%, -10%[38.3 µM], 2%, -16%, -5%, 3%, -15%
- CCCCCCCCCCCC(=O)c1c(O)cccc1O
→ 24%, ., -10%, ?, 8%, -9%, -8%
- Cc1ccc(N2CC(C(=O)NCCc3ccc(S(N)(=O)=O)cc3)CC2=O)cc1 (stereo not drawn)
→ 6%, 10%[38.3 µM], -3%, 3%, 1%[0.074 µM], -4%, 1%
- O=C(Nc1cccc(NC(=O)c2ccc(-c3ccc(Br)cc3)o2)c1)c1ccccc1
→ 4%, 5%[38.3 µM], 4%, -14%, -11%, 9%, -10%
- O=C1c2cccnc2C(Nc2ccc(Cl)cc2)N1Cc1cccs1 (stereo not drawn)
→ 5%, 9%, -4%, -6%, -2%, -8%, -2%
- O=C(NNc1nc2ccc(Cl)cc2s1)c1cc(-c2cccs2)nc2ccccc12
→ 6%, 15%, 2%, 14µM*, ., 0%, -6%
- CCn1c(=O)[nH]c2ccccc21
→ 4%, -3%, 15%, ., -6%, ., .
- CN(C)CCCNCCCNC(=O)/C=N/O
→ 7%, 17%[38.3 µM], -16%, 2%, 15%[10 µM], 18%, 1%
- Cc1cccc2cc(CN(CC3CCCO3)C(=O)c3ccco3)c3nnnn3c12 (stereo not drawn)
→ 15%, 6%, 4%, 14%[9.22 µM], 13%[10 µM], -1%, 3%
- Nc1ccc(N=Nc2ccc(-c3ccc(O)cc3)cc2)c2ccc(S(=O)(=O)O)cc12
→ 6%[14.2 µM], 6%, ., ., -9%[10 µM], ., .
- CCCOc1ccc(N2CC(C(=O)Nc3ccccc3C(=O)NC)CC2=O)cc1 (stereo not drawn)
→ 12%, 2%, -3%, -23%[9.22 µM], 5%[10 µM], -10%, ?
- CCOc1cc(N2CCOCC2)c(OCC)cc1NC(=O)c1ccc2ccccc2n1
→ 9%, 10%, -1%, ?, -94%[inhibitor], 2%, -1%
- O=C(NNC(=O)C(Cl)Cl)c1cnn(-c2ccccc2)c1C(F)(F)F
→ 6%, ., -7%, -12%[9.22 µM], -4%[10 µM], 4%, .
- OC1CCCC1
→ -4%, -7%, 5%, ., -7%, ., .
- CCn1c(-c2csc(-c3ccc(Cl)cc3)n2)n[nH]c1=S
→ 4%, 36%[38.3 µM], -5%, 19%, 2%, 3%, -5%
- CCOc1ccc(NC(=O)CC2C(=O)N(c3ccccc3)C(=O)N2Cc2ccccn2)cc1 (stereo not drawn)
→ 7%, 25%[38.3 µM], -3%, -2%, -23%, -2%, 4%
- Cc1c(NC(=O)C(=O)/C=C(\O)c2ccc(Br)cc2)c(=O)n(-c2ccccc2)n1C
→ 8%, 0%, 3%, -1%, -11%[10 µM], ?, ?
- O=C(Nc1ccc([N+](=O)[O-])cc1)/C(=C/c1cccc([N+](=O)[O-])c1)NC(=O)C1CCCCC1
→ 8%, 6%[38.3 µM], -2%, -7%, -18%, 4%, 5%
- O=S(=O)(c1cccc2cccnc12)N1CCc2ccccc21
→ -5%, 5%[38.3 µM], -9%, -4%, 15%, -3%, -3%
- COc1ccc(/C=C/C(=O)N2CCN(c3ccccc3)CC2)cc1S(=O)(=O)N1CCOCC1
→ -2%, 0%, 4%, 5%, -15%, 4%, 0%
- O=C1CC(C(=O)Nc2ccc(Cl)cc2)n2ncnc2N1 (stereo not drawn)
→ -1%, 1%, 1%, 14%, -23%, -8%, -7%
- COc1ccc(CCN=C(N)NS(=O)(=O)c2ccc(F)cc2)cc1
→ 2%, -4%, -12%, -11%, -36%, 4%, -14%
- O=C(Cn1c(=O)n(-c2ccc(F)cc2)c(=O)c2sccc21)N1CCCC1
→ 10%, -10%[38.3 µM], 4%, -1%, -11%, -2%, 0%
- O=C(O)c1cnccn1
→ -3%, -6%, 2%, -25%, ., 2%, 0%[15.4 µM]
- CCOc1ccc(NC(=O)CCC(=O)c2ccc(-c3ccccc3)cc2)cc1
→ 8%, -3%, -15%, 5%, 2%[10 µM], 14%, ?
- CCN(CC)S(=O)(=O)c1ccc(N2CCOCC2)c(NC(=O)COc2ccc(C#N)cc2)c1
→ 7%, ., 6%, -5%[9.22 µM], -6%[10 µM], 3%, .
- CCOC(=O)CN1C(c2ccccc2O)Nc2ccc(Br)cc2C1c1ccccc1 (stereo not drawn)
→ -2%, 19%, -1%, -6%, -10%[10 µM], -11%, -3%
- COCCNC(=O)/C(C#N)=C/c1cc(Br)c(O)c(OC)c1
→ -3%, 24%, -13%, 7%, ?, 1%, -3%
- O=C(Nc1ccccc1)Nc1ccccc1C(=O)NCc1ccccc1
→ -10%, 17%[38.3 µM], -5%, -10%, -43%[inhibitor], -9%, 0%
- O=C(c1ccccc1Sc1ccccc1[N+](=O)[O-])N1CCCCC1
→ -8%, 16%, -7%, 4%, 22%, -3%, -2%
- O=C(CSc1nc(-c2cccs2)cc(C(F)(F)F)n1)Nc1cc(OCC(F)(F)F)cc([N+](=O)[O-])c1
→ 4%, -3%, -5%, -1%, -2%[10 µM], 6%, -5%
- Cc1cccc(C(=O)N2CCN(c3ccc([N+](=O)[O-])c(N4CCOCC4)c3)CC2)c1
→ 6%, -8%[38.3 µM], -6%, -1%, -14%, -4%, -3%
- CNC(=O)C(C)NS(=O)(=O)c1ccc(F)cc1 (stereo not drawn)
→ 9%, 23%[38.3 µM], -15%, 4%, 14%, 5%, -2%
- CCCC(CCC)=NNc1ccc(S(=O)(=O)Nc2ccccc2OC)cc1[N+](=O)[O-]
→ 4%, -1%, 0%, -19%, ., -11%, ?
- O=C(Nc1ccccc1-c1nc2ccccc2s1)c1cccnc1
→ 5%, -3%, -5%, -15%, 0%[10 µM], 10%, 5%
- COc1ccccc1NC(=O)N1CCCC1C(=O)NCC1CCCO1 (stereo not drawn)
→ 17%, -7%, -6%, 5%[9.22 µM], 14%[10 µM], 2%, -1%
- CCOC(=O)c1cnc2ccc(C(=O)OC)cc2c1Nc1ccc2c(c1)OCCO2
→ 5%, 26%[38.3 µM], -2%, -11%, -23%, -7%, -5%[15.4 µM]

# Two records drawn at random from the list so far, as already listed:
# Below each compound: GoLoco inh red, IMPase Li inh, aGlu spleen mod, HttQ103 aggreg, HTT ATP protect, GAA glycogen, GAA inhib
- Cc1c(NC(=O)C(=O)/C=C(\O)c2ccc(Br)cc2)c(=O)n(-c2ccccc2)n1C
→ 8%, 0%, 3%, -1%, -11%[10 µM], ?, ?
- O=C(O)c1cnccn1
→ -3%, -6%, 2%, -25%, ., 2%, 0%[15.4 µM]

# High-throughput results: PubChem BioAssay, National Center for Advancing Translational Sciences (NCATS)
